LEDGF integ inh = blocks HIV-1 LEDGF/p75-dependent DNA integration. TR-FRET IN-LEDGF/p75 DNA integration, Eu/Cy5. inhibition, % at 3.7 µM. 370,000 tested, 0.64% active;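 active means inhibition above the screen-wide mean plus 3 SD, cut at about 13% in these data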;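 further: signal is the Cy5 over europium emission ratio at 671 and 618 nm; 0% = plate median of compound wells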
Tn6 DDE FP = inhibitors of Tn6 peptide binding to human fibrin DD(E) | inhibition, % at 8.3 µM | P02675 | 370,000 tested, 0.21% active | Fibrin DD(E) TRITC-Tn6 fluorescence polarization displacement | AID 720509;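 active means inhibition above a per-campaign cutoff: mean of compounds within control limits plus 3 SD, cut at about 15% in these data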;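 further: 0% = median of all compound wells on the plate and 100% = blocking peptide control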
ADAM10 inh = inhibits human ADAM10. inhibition, % at 7 µM. 370,000 tested, 0.62% active. AID 720582. O14672. recombinant ADAM10, EDANS/DABCYL FRET peptide cleavage, 3 h;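 active means inhibition above a per-campaign cutoff equal to the mean of compounds falling between control-based bounds plus 3 SD, cut at about 20% in these data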;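 further: 0% = DMSO wells while the 100% control is not disclosed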
Target sequence (O14672 214-748 limits assumed): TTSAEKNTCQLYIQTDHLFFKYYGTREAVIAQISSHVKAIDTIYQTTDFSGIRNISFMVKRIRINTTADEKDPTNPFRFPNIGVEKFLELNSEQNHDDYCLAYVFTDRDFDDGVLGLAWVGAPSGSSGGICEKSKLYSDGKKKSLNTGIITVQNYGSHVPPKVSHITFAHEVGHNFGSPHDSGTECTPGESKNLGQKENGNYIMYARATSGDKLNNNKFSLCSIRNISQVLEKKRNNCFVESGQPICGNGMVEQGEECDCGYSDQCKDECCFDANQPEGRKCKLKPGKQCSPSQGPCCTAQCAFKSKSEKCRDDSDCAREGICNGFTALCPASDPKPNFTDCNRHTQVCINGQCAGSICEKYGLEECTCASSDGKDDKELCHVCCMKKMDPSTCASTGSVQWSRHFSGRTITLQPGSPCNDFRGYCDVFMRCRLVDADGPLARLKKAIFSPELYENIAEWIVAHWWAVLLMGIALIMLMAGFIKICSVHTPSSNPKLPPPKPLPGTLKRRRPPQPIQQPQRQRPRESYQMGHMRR
KLK7 zymogen act = activators of human kallikrein-7 zymogen; purified proKLK7, EDANS-DABCYL substrate fluorescence; 100% is mature enzyme control, 0% vehicle; AID 652039; P49862; 370,000 tested, 0.9% active; activation, % at 7 µM;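 active means activation above the mean of all tested compounds plus 3 SD, computed per campaign excluding outliers beyond control limits, cut at about 13% in these data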
Target sequence (P49862 whole entry, looked up): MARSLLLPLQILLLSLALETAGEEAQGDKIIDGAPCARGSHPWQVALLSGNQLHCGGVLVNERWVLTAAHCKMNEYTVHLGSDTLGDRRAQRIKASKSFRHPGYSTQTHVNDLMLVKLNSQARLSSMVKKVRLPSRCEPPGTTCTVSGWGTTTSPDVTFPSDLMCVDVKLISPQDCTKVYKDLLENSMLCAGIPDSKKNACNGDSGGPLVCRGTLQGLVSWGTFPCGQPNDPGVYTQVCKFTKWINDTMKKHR
Tn7 DDE FP = disrupts Tn7 cyclic peptide binding to fibrin D-Dimer-E complex; inhibition, % at 8.3 µM; FP displacement of FITC-Tn7 peptide from fibrin DD(E); 0% = median of compound wells per plate; 370,000 tested, 0.13% active;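 active means inhibition above the mean of compounds falling within the control limits plus 3 SD of them, cut at about 14% in these data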;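 further: 0% = plate median of compound wells and 100% = 10 µM Aha-Tn7 peptide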
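Assay system: Human clot-derived fibrin DD(E) complex | Buffer or medium: Tris/NaCl/CaCl2 buffer, pH 7.8 | Repeats: One replicate per compound | Benchmarks: Aha-Tn7 high control | Measure: % inhibition scaled between sample-field median and high-control FP | Schedule: 10 min plus 3 h, room temperature | Signal: Fluorescence polarization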
TDP2 absorb = TDP2 (human) inhibition, absorbance primary screen. 370,000 tested, 0.34% active. recombinant TDP2, T5PNP hydrolysis, p-nitrophenol absorbance 415 nm. AID 720702. inhibition, % at 12.8 µM. O95551;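 active means inhibition above the mean of all tested compounds plus 3 SD, set per campaign, cut at about 25% in these data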;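 further: 0% = DMSO with enzyme and 100% = buffer with substrate but no TDP2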
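Test system: Human TDP2 enzyme | Reagent: 5 mM T5PNP | Compound dosing: 12.8 µM single point, 1% DMSO | Incubation: Enzyme reaction with compound for 2 h at 37 °C | Technique: p-Nitrophenol epi absorbance | Read-out: % inhibition relative to enzyme-containing and enzyme-free wells | Benchmarks: High control without enzyme, low control DMSO plus TDP2 | Replicates: Singlicate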
ASAP1 inh = inhibitors of human ASAP1 ArfGAP activity. inhibition, % at 16.5 µM. Q9ULH1. ASAP1-stimulated ARF1 GTP hydrolysis, GDP FP detection. AID 624377. 360,000 tested, 0.19% active; in the data active means inhibition above about 25%;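 further: 0% = vehicle with enzyme and substrate and 100% = no enzyme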
ADAM17 inh = ADAM17 inhibition, QFRET primary screen. 370,000 tested, 0.83% active. AID 720648. inhibition, % at 6.95 µM. recombinant ADAM17, EDANS/DABCYL FRET peptide cleavage;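 active means inhibition above the mean of compounds lying between control limits plus 3 SD, set per campaign, cut at about 8.5% in these data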;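 further: 0% = DMSO-only wells as the low control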
ARFGAP1 inhibitor = rat ARFGAP1 inhibition. Q62848. AID 651572. Arfgap1-stimulated ARF1 GTP hydrolysis, GDP FP detection. inhibition, % at 16.5 µM. 360,000 tested, 0.26% active;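 active means inhibition above a per-plate limit, mean inhibition of low control wells plus 3 SD, cut at about 25% in these data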;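 further: 0% = DMSO wells with enzyme and 100% = wells lacking Arfgap1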
Target sequence (Q62848 1-136 limits assumed): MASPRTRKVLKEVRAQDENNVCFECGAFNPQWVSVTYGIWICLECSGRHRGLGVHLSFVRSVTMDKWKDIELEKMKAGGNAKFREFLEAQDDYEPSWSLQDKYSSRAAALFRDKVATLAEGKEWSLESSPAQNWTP
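Replicates: Single well per compound | Assay system: Truncated rat Arfgap1 GAP domain | Control set: No-Arfgap1 wells (100%) versus DMSO full-reaction wells (0%) | Times: Enzyme reaction 120 min at 25 °C after 20 min preincubation | Reagent: Human ARF1(Δ1-17)-GTP substrate | Measured by: Tracer-displacement fluorescence polarization with EDTA stop, 620/688 nm | Measure: Percent inhibition of Arfgap1-stimulated GTP hydrolysis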
PLC-gamma1 inh = PLC-gamma1 (human) inhibition, primary screen; P19174; purified PLC-gamma1, fluorogenic substrate, fluorescence; inhibition, % at 12.2 µM; 370,000 tested, 0.84% active; in the data active means inhibition above about 9.5%
Active calls of the source: *; i = inactive; / = not tested or not shown.

item	mol	LEDGF integ inh	Tn6 DDE FP	ADAM10 inh	KLK7 zymogen act	Tn7 DDE FP	TDP2 absorb	ASAP1 inh	ADAM17 inh	ARFGAP1 inhibitor	PLC-gamma1 inh
1	COc1ccc2cc(-c3ccccc3F)ncc2c1	2	3	-28	-0.1	0	-4	-4	-6	4	-4
2	CC(=O)Nc1ccc(C(=S)NCCCO)cc1	-6	-2	-6	-0.1	2	-17	-3	-7	0	-2
3	COc1ccccc1C(=O)N(CN1CCCC1=O)c1cccc(Cl)c1	-1	3	-5	-0.2	6	-2	-1	1	7	0
4	COc1cc(-c2onc3ccc(Br)cc23)cc(OC)c1OC	-2	7	-24	-4.3	-4	0	-5	-8	-2	-40
5	Cc1noc(C)c1C(=O)NCc1ccccc1Br	1	-2	-7	-0.6	10	-8	16	-10	2	2
6	N#CCCN(Cc1ccccc1)C(C(=O)NC1CCCCC1)C1CC1 (configuration not stated)	-3	-1	-10	0.7	-3	1	-6	-5	-4	1
7	OCc1ccccc1-c1ccc2nncn2c1	-2	-1	-8	0.6	-5	-4	5	1	12	-1
8	COc1cc2c(cc1OC)CN(Cc1cc(=O)n3cc(C)ccc3n1)CC2	-2	-7	i	33*	4	-5	3	-246	-3	i
9	CCCC[C@@H]1CNC(=S)N1CCCC	-4	-2	7	-0.2	1	7	-2	-3	-12	2
10	CCc1cc2cc3c(cc2nc1SCC(=O)Nc1nnc(C)s1)OCCO3	3	9	-1	0.0	1	-6	3	-1	-2	0
11	O=C(c1cccc(Cl)c1)N1CCN(Cc2ccncc2)CC1	4	2	-10	-0.8	6	10	2	-5	-10	4
12	CCCn1c(=N)n(CC(O)COc2ccc(C)cc2)c2ccccc21 (configuration not stated)	-1	3	0	0.2	2	4	-11	-2	-4	1
13	COCCNc1c(-c2cc3ccc(C)c(C)c3[nH]c2=O)nc2ccccn12	-2	5	-13	-0.7	4	-3	9	-6	-3	-12
14	COc1ccc(-n2nc3cc(C)c(NC(C)=O)cc3n2)cc1	-1	1	i	9.9	1	0	3	-200	-2	-144
15	Nc1cc(OCC(F)(F)F)cc([N+](=O)[O-])c1	-3	0	2	0.0	3	3	2	-2	1	2
16	Cc1cc(OC(C)C(=O)NC(Cc2c[nH]c3ccc(O)cc23)C(=O)O)c2c(C)cc(=O)oc2c1 (configuration not stated)	-2	-6	-83	2.1	-1	0	-3	-19	2	-28
17	Cc1nccn1-c1ccc(C=O)cc1	2	-2	9	-0.1	2	-3	-7	-2	-7	2
18	NC(Cc1ccc(Cl)cc1)c1csc(Nc2ccc(S(N)(=O)=O)cc2)n1 (configuration not stated)	0	-10	-18	0.3	1	-8	-5	-1	5	2
19	COc1ccc(OC)c(-c2csc(NC(=O)CN3C(=O)C4CCCCC4C3=O)n2)c1 (configuration not stated)	-3	-5	4	0.3	0	14	-3	3	-7	1
20	Nc1[nH]c(C(=O)c2ccccc2)c(-c2ccc(Cl)cc2Cl)c1C(=O)c1ccc(Cl)cc1	1	-1	-7	0.6	-6	0	7	-6	9	0
21	COc1ccc(NC(=S)N2CCC3CC2c2c(Cl)cccc23)c(OC)c1 (configuration not stated)	2	7	-6	-0.5	1	7	10	2	17	1
22	N#Cc1nc(N2CCOCC2)nc(N2CCOCC2)n1	2	5	3	0.1	8	-5	-3	-5	2	0
23	O=S(=O)(c1ccc(F)cc1)N1CN(Cc2ccco2)c2nc3ccccc3nc21	3	36*	-237	0.2	-2	0	-5	-75	-2	-76
24	O=[N+]([O-])c1ccc(O)c(C=NNc2ccc(S(=O)(=O)O)cc2)c1	-1	1	-11	0.1	3	8	-22	0	1	2
25	Cn1cccc1C(=O)NC(=O)COC(=O)CCNS(=O)(=O)c1cccc(C(F)(F)F)c1	-2	3	-7	1.1	-3	5	0	-3	-9	-2
26	CC(C)C(N)c1csc(NC(=O)Nc2cccc(Cl)c2)n1 (configuration not stated)	1	8	-12	-0.7	-5	2	13	-9	-1	4
27	CCOc1ccc(C(=O)Nc2ccc3c(c2)C(=O)NC3=O)cc1	-1	-3	-3	-0.6	3	5	4	-2	-18	1
28	CCc1nc2ccccc2c(C(=O)NCc2ccc(OC)cc2)c1C	4	-7	-3	0.1	-5	4	-8	-1	9	0
29	Cc1cc(C(=O)NCCCN2CCCC2=O)no1	-1	-2	0	0.5	1	1	15	-6	7	0
30	C[C@H](NC(=O)c1nc[nH]c1C(=O)NCCCCCNC(=O)OC(C)(C)C)c1ccccc1	-1	-1	8	0.4	-2	-17	13	5	3	4
31	CCN(CC)C(=O)C1=C(C)N(Cc2ccc(F)cc2)C(=O)C(CC(=O)NCc2cccc3ccccc23)C1 (configuration not stated)	-5	4	1	0.2	0	-3	4	3	-6	5
32	COc1ccccc1NC(=O)NNC(=O)CN1C(=O)COc2ccccc21	2	-6	9	0.2	-1	-9	0	1	12	2
33	O=[N+]([O-])c1cccc(S(=O)(=O)NCCc2cccs2)c1	-2	-13	-6	-0.4	1	3	-10	0	0	0
34	CN(CC(=O)Nc1c(Cl)cccc1Cl)C(=O)c1cccc(S(=O)(=O)NCc2ccccc2)c1	3	8	-3	0.0	-9	-4	4	5	2	2
35	COc1ccccc1Cc1c(-c2ccc(OC)c(OC)c2)nc2c(Cl)cc(C(F)(F)F)cn12	-2	2	-84	-67	3	3	10	-17	-3	-31
36	Cc1ccc(Nc2cc(C)nc(-c3ccccc3O)n2)cc1	-1	-5	-148	-6.0	-3	10	17	-28	11	-422
37	O=S(=O)(NC1CCN(S(=O)(=O)c2c(F)cccc2F)CC1)c1ccc2c(c1)OCCO2	0	-10	-3	0.7	3	-13	4	-4	6	2
38	O=C(NCCc1ccccc1)C1CCCN(S(=O)(=O)c2cccc3nonc23)C1 (configuration not stated)	0	6	8	-0.5	14*	6	0	-1	2	0
39	Cc1nc2ccccc2cc1OCc1ccc(F)cc1	-1	3	3	0.1	1	-6	-9	-2	12	-2
40	Cc1sc2ncn(/N=C/c3ccco3)c(=O)c2c1C	0	3	3	-0.3	3	17	-12	-1	0	0
41	Cc1cc(C)c2c3c(sc2n1)C(c1cccc(F)c1)C(C#N)=C(N)O3 (configuration not stated)	5	1	-230	-4.8	-3	-24	20	-67	12	-224
42	Cc1ccc(-n2nc3c(c2NC(=O)c2ccccc2)CS(=O)(=O)C3)cc1C	5	2	0	0.7	-6	-13	14	-7	5	5
43	Cc1ccsc1C(=O)NNC(=O)c1ccc(NS(=O)(=O)c2cccs2)cc1	-3	-6	3	-0.2	1	3	5	1	-1	-5
44	CCCCCCN1CC(O)=C(c2ccccc2)C1=N	-4	2	3	-0.3	3	-5	-4	-1	-20	0
45	Cc1ccnc(NS(=O)(=O)c2ccc(NC(=O)c3ccc(C)o3)cc2)n1	1	5	-2	0.3	6	1	-4	-5	3	-5
46	CCNc1nc(NC(C)C)nc(N2CC(=O)N(CC(=O)OCC)C2=N)n1	-2	5	-3	0.1	3	6	3	-5	2	-1
47	CCS(=O)(=O)N1CCCC(C(=O)NCCc2ccc(OC)c(OC)c2)C1 (configuration not stated)	-1	9	-2	-0.2	1	-8	-7	0	-4	3
48	COc1ccc(NC(=S)NCc2cccnc2)cc1OC	-3	1	-1	0.1	5	3	6	-2	2	1
49	CC12CCC(C(=O)NCc3ccc4c(c3)OCO4)(CC1=O)C2(C)C (configuration not stated)	-1	-1	15	0.7	-10	-12	1	8	-2	4
50	NC(=O)CCN(C1CCCCC1)S(=O)(=O)c1cccc2nsnc12	1	5	4	0.1	0	4	-1	-1	-3	1
51	COC(=O)[C@H](CCSC)NC(=O)Cn1ccc(N)nc1=O	-1	2	0	0.3	3	6	-17	-4	2	-1
52	COC(=O)C(CCCCNC(=O)c1ccc([N+](=O)[O-])cc1)NC(=O)c1ccc([N+](=O)[O-])cc1 (configuration not stated)	2	0	10	-0.7	2	-5	3	3	10	6
53	CCOC(=O)c1cc2c(s1)-c1ccccc1CC2	-3	9	-183	-8.0	8	6	-1	-56	-1	-20
54	O=C1c2cccc3cc([N+](=O)[O-])cc(c23)C(=O)N1c1nncs1	-4	-4	-1	-0.5	-4	-2	10	-3	-5	-1
55	O=C(COC(=O)c1cc(Cl)ccc1Cl)NC1CCCC1	-2	2	-11	0.7	2	5	3	-5	-9	0
56	COc1ccccc1C(=O)N/N=C/c1ccc(Cl)s1	-3	-4	-3	0.5	5	-6	5	0	1	3
57	Cc1cccc(CSc2nc3[nH]ncc3c(=O)[nH]2)c1	1	2	-3	-0.1	3	0	-6	-1	3	-2
58	Cc1ccc(NC(=O)CN(C)C(=O)c2ccc(OCc3cn4ccccc4n3)cc2)cc1	-3	2	-14	0.3	6	3	10	-9	0	-5
59	O=S(=O)(c1ccc(Cl)cc1)N(Cc1ccccn1)Cc1ccccn1	-2	-1	4	-0.2	0	-8	3	0	7	1
60	CCN(CC)c1ncnc2c1cnn2Cc1ccc(C)cc1	-4	-2	6	-1.7	2	-9	-6	-6	-2	2

Next section
item	mol	LEDGF integ inh	Tn6 DDE FP	ADAM10 inh	KLK7 zymogen act	Tn7 DDE FP	TDP2 absorb	ASAP1 inh	ADAM17 inh	ARFGAP1 inhibitor	PLC-gamma1 inh
61	Cc1ccc(S(=O)(=O)C2(C(=O)O)CCCC2)cc1C	-2	-1	8	0.0	-3	-19	-8	1	16	-1
62	O=C(NC1CCCC1)c1cc2cc(Br)ccc2o1	-1	4	-4	0.2	1	4	-14	-8	-3	-3
63	COc1ccc2nc(NC(=O)C3CCN(S(=O)(=O)c4cccnc4)CC3)sc2c1	-1	-5	-4	0.1	7	7	-13	-2	0	1
64	CC(=O)N1CCN(C(=O)c2cccc(S(=O)(=O)Nc3c(C)n(C)n(-c4ccccc4)c3=O)c2)CC1	-2	4	-10	0.3	-5	0	12	2	-8	2
65	Cc1cc(C)nc(Nc2cccc3ccccc23)n1	-2	-2	3	-0.1	-3	1	1	-5	-12	-1
66	COCCNC(=O)[C@]1(C#N)CC(=O)N(C)[C@@H]1c1ccccc1	3	2	0	0.3	-4	0	/	1	/	0
67	CC(C)[C@H](NC(=O)c1c(F)cccc1F)C(=O)OCC(=O)NNC(=O)c1ccccc1	-5	-3	-21	0.0	0	2	-6	1	-8	0
